# Assay outcomes from PubChem.
# NCI-60 one-dose screen, 48 h, at 10 µM unless noted. Numbers give growth in % (100 = growth as untreated, 0 = no growth, -100 = all killed).
# HL-60(TB): HL-60(TB) leukemia cells; hit rate 9% among 78,000; AID 1794776; active means growth percent below 10
# * = called active by the depositor; & = joins results of further samples. Only part of the results is shown (hit frequency here may not be typical).
# The first 7 records (preview)
O=C(CNc1ccc(Br)cc1)Cn1cc(COc2ccc(C=Nc3cnc4ccccc4c3)cc2)nn1
- HL-60(TB) = 101

NNC(=O)c1ccco1
- HL-60(TB) = 96&99

CC(N)C(=O)NNc1n[nH]c(=S)n1N (stereo unspecified)
- HL-60(TB) = 101

CCCCCOC(=O)/C=C/c1ccccc1
- HL-60(TB) = 100

CN(C)c1nc(N)nc(Cn2c(-c3nonc3N)nc3ccccc32)n1
- HL-60(TB) = 94

COc1ccc(/C(C)=N/Nc2ncc(-c3cc(O)c(C)c(C)c3O)s2)cc1
- HL-60(TB) = 33

CC(/C=C1\SC(=S)N(CC(=O)NC(C(=O)O)C(C)C)C1=O)=C\c1ccccc1 (stereo unspecified)
- HL-60(TB) = 103

# The listing, repeating the preview:
O=C(CNc1ccc(Br)cc1)Cn1cc(COc2ccc(C=Nc3cnc4ccccc4c3)cc2)nn1
- HL-60(TB) = 101

NNC(=O)c1ccco1
- HL-60(TB) = 96&99

CC(N)C(=O)NNc1n[nH]c(=S)n1N (stereo unspecified)
- HL-60(TB) = 101

CCCCCOC(=O)/C=C/c1ccccc1
- HL-60(TB) = 100

CN(C)c1nc(N)nc(Cn2c(-c3nonc3N)nc3ccccc32)n1
- HL-60(TB) = 94

COc1ccc(/C(C)=N/Nc2ncc(-c3cc(O)c(C)c(C)c3O)s2)cc1
- HL-60(TB) = 33

CC(/C=C1\SC(=S)N(CC(=O)NC(C(=O)O)C(C)C)C1=O)=C\c1ccccc1 (stereo unspecified)
- HL-60(TB) = 103

CCCCCCn1c(O)c(N=Nc2nc(-c3cc4ccccc4oc3=O)cs2)c2cc(Br)ccc21
- HL-60(TB) = 102

Cc1cc(NCCN2CCNCC2)n2c(nc3ccccc32)c1C#N
- HL-60(TB) = 92

O=C(c1cc([N+](=O)[O-])cc([N+](=O)[O-])c1)N(CCO)CCO
- HL-60(TB) = 95

CC(C)CC(N(C)C)C1(c2ccc(Cl)cc2)CCC1 (stereo unspecified)
- HL-60(TB) = 100

CCN(CC)c1ccc(N2C(=O)/C(=C/c3cn(-c4ccccc4)nc3-c3ccc(Cl)cc3)SC2c2ccc(N(C)C)cc2)cc1 (stereo unspecified)
- HL-60(TB) = 101

CCOC(=O)c1ccc2n1CCc1cnc(NC3CCCCC3)nc1-2
- HL-60(TB) = 82

CN(C)N=Nc1ccc(-c2ccccc2)cc1
- HL-60(TB) = 105

CN1CCC(=C(C#N)C#N)CC1
- HL-60(TB) = 94

COc1ccc(-n2nc(C)c3c(Oc4ccc(NC(=O)Nc5c(Cl)cccc5Cl)cc4)ncnc32)cc1
- HL-60(TB) = 100

CC(O)(CS(=O)(=O)c1ccc(F)cc1)C(=O)Nc1ccc(C#N)c(C(F)(F)F)c1 (stereo unspecified)
- HL-60(TB) = 84

CCCCCCCCCCCCCCCC[N+](C)(C)CCCNS(=O)(=O)c1cccs1
- HL-60(TB) = 99

COc1ccccc1NC(=O)c1cc2cc(Br)ccc2cc1O
- HL-60(TB) = -34*

COc1cc2nc(N3CCCC3)nc(NCCc3c[nH]c4ccccc34)c2cc1OC
- HL-60(TB) = 64

OCC(Nc1ncnc2ccc(-c3cnc4cnccn34)cc12)c1ccccc1 (stereo unspecified)
- HL-60(TB) = 78

COc1ccc(C2=NNC(c3cn(-c4ccccc4)nc3-c3ccc([N+](=O)[O-])cc3)C2)cc1 (stereo unspecified)
- HL-60(TB) = 96

COCOc1cc2c(=O)c(C)c(C(=O)N[C@@H](Cc3ccccc3)C(O)C(=O)NCCc3ccc(OC)cc3)oc2cc1OC (stereo partly specified)
- HL-60(TB) = 102

CSc1nc2ccc(Cl)cc2c(=O)n1-c1ccc(Cl)cc1
- HL-60(TB) = 109

COc1ccc(-c2c(C#N)c(=O)oc3cc(O)ccc23)cc1
- HL-60(TB) = 89

# Compounds shown so far that contain a nitro group on carbon (two):
O=C(c1cc([N+](=O)[O-])cc([N+](=O)[O-])c1)N(CCO)CCO
- HL-60(TB) = 95

COc1ccc(C2=NNC(c3cn(-c4ccccc4)nc3-c3ccc([N+](=O)[O-])cc3)C2)cc1 (stereo unspecified)
- HL-60(TB) = 96

# (listing goes on)
COc1cccc(-c2nc3sccn3c2-c2ccnc(NCCN3CCNS3(=O)=O)n2)c1
- HL-60(TB) = 102

O=[N+]([O-])c1ccc(CO)c(I)c1
- HL-60(TB) = 99

C=C(C)[C@H]1CC/C(C)=C/CC[C@]2(C)O[C@H]2CC/C(C=O)=C\C1O (stereo partly specified)
- HL-60(TB) = 253

Cc1ccc(NC(=O)[C@@H]2C[C@H]2CN2CCN(C)CC2)cc1Nc1nccc(-c2cccnc2)n1
- HL-60(TB) = 104

c1ccc2c(-c3nccs3)c[nH]c2c1
- HL-60(TB) = 85

CCSc1oc(-c2ccccc2)nc1[P+](c1ccccc1)(c1ccccc1)c1ccccc1
- HL-60(TB) = -35*

O=C(O)/C=C\C(=O)Nc1cccc2ccccc12
- HL-60(TB) = 57

O=C(CSc1nc2ccccc2[nH]1)NCCO
- HL-60(TB) = 117

COc1ccc(-c2cn3ccnc3c(-c3ccc4ncn(C5CCCCC5)c4c3)n2)cc1
- HL-60(TB) = 1.4*

CCCN1C[C@H](CSC)C[C@@H]2c3cccc4[nH]cc(c34)C[C@H]21
- HL-60(TB) = 106

Cc1ccc(NC(=O)N/N=c2\cc(C)c3ccc(O)cc3o2)c(C)c1
- HL-60(TB) = 99

COc1ccc2nc(NC(=O)c3cccnc3Nc3ccc(Cl)cc3Cl)sc2c1
- HL-60(TB) = 88

CC(=O)OC1Oc2cc(C)c(C)cc2-c2oc(=O)c(Sc3ccc(C)cc3)cc21 (stereo unspecified)
- HL-60(TB) = 97

COc1ccc(-c2nn(C(=O)NCCN3CC(C)OC(C)C3)cc2-c2ccncc2)cc1Cl (stereo unspecified)
- HL-60(TB) = 93

CCCCOc1ccc(/C=N/Nc2cc(C)nc3ccc(Cl)cc23)cc1
- HL-60(TB) = -30*

O=C1Nc2ccccc2C2c3cccn3-c3ccccc3N12 (stereo unspecified)
- HL-60(TB) = 86

CCCCOc1c(Cl)cc(Cl)cc1-c1ccccc1
- HL-60(TB) = 109

O=C(CCc1c[nH]c2ccccc12)NNC(=O)Cn1nnc(-c2ccccc2)n1
- HL-60(TB) = 134

COc1cc(CNC(=O)CCCC/C=C/C(C)C)ccc1OCc1cn(-c2cccc([N+](=O)[O-])c2)nn1
- HL-60(TB) = 109

COc1ccc2c(c1)c(-c1nc(-c3cn(C)c4c(Cl)nccc34)cs1)cn2C(=O)OC(C)(C)C
- HL-60(TB) = 80

S=C(SSC(=S)N(Cc1ccccc1)Cc1ccccc1)N(Cc1ccccc1)Cc1ccccc1
- HL-60(TB) = 51

O=C(/C=C/c1ccccc1)Nc1ncc(Cc2ccccc2Cl)s1
- HL-60(TB) = -10*

CC(C)(C)CC(C)(C)c1ccc(OCCSC(=N)N)cc1
- HL-60(TB) = 22

S=C(SCc1c(Cl)cccc1Cl)N1CCSCC1
- HL-60(TB) = 104

CCC(CC)NCCCCCNc1cc(OC)cc2cccnc12
- HL-60(TB) = 110

# Quoted at random: 2 entries already listed
CC(/C=C1\SC(=S)N(CC(=O)NC(C(=O)O)C(C)C)C1=O)=C\c1ccccc1 (stereo unspecified)
- HL-60(TB) = 103

CC(N)C(=O)NNc1n[nH]c(=S)n1N (stereo unspecified)
- HL-60(TB) = 101

# Other compounds follow:
OC1(c2ccccc2Cc2ccccc2)c2ccccc2Oc2ccccc21
- HL-60(TB) = 77

Cc1[nH]nc(-c2cccnc2)c1N=NN(C)C
- HL-60(TB) = 103

CCCCN(CCCC)C(=O)C=C(C)C
- HL-60(TB) = 97

Cn1c2c(c3ccc(-c4ccn[nH]4)cc3c1=O)C(=O)c1ccccc1-2
- HL-60(TB) = -18*

O=C(O)c1ccc(C(=O)O)c(Br)c1
- HL-60(TB) = 86

CC(C)(C)OC(=O)O/N=C(\C#N)c1ccccc1
- HL-60(TB) = 74

C=C1CCC2C(C)(CO)C(O)CCC2(C)C1CC(NCc1ccccc1)C1=CCOC1=O (stereo unspecified)
- HL-60(TB) = 111

Cc1nn(-c2ccccc2)nc1C(=O)Nc1ccc2[nH]ncc2c1
- HL-60(TB) = 73

Cc1cccc(Oc2c(/C=N/NC(=O)Cn3c(=O)sc4ccccc43)c(C)nn2-c2ccccc2)c1
- HL-60(TB) = 41

CCOC(=O)c1c(C)oc(=O)c(Br)c1C
- HL-60(TB) = 96

COc1cc(-c2nn(C(C)(C)C)cc2-c2ccnc(NCCCNS(=O)(=O)c3ccccc3)n2)ccc1Cl
- HL-60(TB) = 103

CC(=O)O[C@H]1C[C@@]2(C)[C@@H](CC(N)[C@H]3[C@@]4(C)CCC(N)[C@@H](C)[C@@H]4CC[C@@]32C)/C1=C(\CCC=C(C)C)C(=O)O (stereo partly specified)
- HL-60(TB) = 99

COc1ccc(-c2ccnc3c(C#N)c(Nc4ccccc4)nn23)cc1OC
- HL-60(TB) = 71

Cc1cc(Cl)ccc1NC(=O)/N=C1\NC(=O)CS1
- HL-60(TB) = 99

CC(=O)N1C/C(=C\c2cc3c(cc2C)OCO3)C(=O)/C(=C/c2cc3c(cc2C)OCO3)C1
- HL-60(TB) = 97

Nc1c(C(=O)Nc2ccccc2C(F)(F)F)sc2nc3c(cc12)C(=O)CCC3
- HL-60(TB) = 85

COC(=O)/C=C/c1ccncc1
- HL-60(TB) = 103

Cc1cc2ncn(C(=O)/C=C/c3ccccc3)c2cc1C
- HL-60(TB) = 57

Cc1ccc(S(=O)(=O)Oc2ccc(-c3cn4ccsc4n3)cc2)cc1
- HL-60(TB) = 96

Clc1ccc(CSc2nnc(-c3ccc4c(c3)nc(-c3ccccc3)n4C3CCCCC3)o2)cc1
- HL-60(TB) = 71

O=c1c2cc(C(F)(F)F)ccc2sc2c(NCCCNCCO)nc3ccccc3c12
- HL-60(TB) = -19*

CCOC(=O)C1=NN(c2ccccc2)C(=O)C1N=Nc1c(Br)cc(S(N)(=O)=O)cc1Br (stereo unspecified)
- HL-60(TB) = 98

CN(C)C(=O)c1ccccc1C(=O)O
- HL-60(TB) = 77

OC(c1ccccc1)C(O)c1ccccc1 (stereo unspecified)
- HL-60(TB) = 97

Cn1c(O)c(N=O)c(=O)n(C)c1=O
- HL-60(TB) = 101&97

O=C(Nc1cccc(Cl)c1)Oc1c(Cl)cc(Cl)c(Cl)c1Cl
- HL-60(TB) = 97

O=c1[nH]c(S)c(/C=C2\C=c3ccccc3=NC2=S)s1
- HL-60(TB) = 96

CCCOc1ccc(-c2nc(-c3ccc([N+](=O)[O-])cc3)cs2)cc1
- HL-60(TB) = 57

Fc1ccc2nc(Cl)c(Cn3nnc(SCc4ccccc4)n3)cc2c1
- HL-60(TB) = 100
